KOR beta-arrestin-1 – kappa opioid receptor activators – cell-based, luminescence, uHTS, primary screen (AID 1777). activation, % at 10 µM, or EC50 in µM where a hit was titrated. actives 0.02% (n = 280,000). KOR beta-arrestin recruitment, luminescence; higher % means a stronger effect; in the data active = activation above about 50%, passing the limit was not always enough; note: a part of the inactive calls stands beside numbers as strong as those of hits
Dynein transport – dynein cargo transport inhibition; actives 0.47% (n = 220,000); z-score, hits read low; 3617.4 mouse cells, GR-EGFP nuclear translocation imaging; test concentration mostly 20 µM; stimulated with dexamethasone, 1 µM; stronger effect = lower value;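 active = plate z-score of nuclear minus cytoplasmic receptor signal below a set negative limit, without overly bright fluorescence or cell loss, cut at about -3.5 in these data, passing the limit was not always enough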;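 note: z-score of nuclear minus cytoplasmic ring GR-EGFP intensity difference per well; some compounds called inactive have numbers as strong as hits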
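Buffer or medium: tet-free, stripped-serum medium; reagent: dexamethasone at 1.0 µM final, 30 min; incubation: 48 h induction, 1 h compound, 30 min dex at 37 °C; measured by: formaldehyde fixation, Hoechst nuclear stain, 10x automated fluorescence imaging; read-out: nuclear-to-cytoplasmic GR-EGFP distribution per well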
AID2073 – disruptors of CaV2.2 binding to Mint1 – biochemical, HTRF (AID 2073). inhibition, % at 20 µM; hits with a dose series show IC50 in µM. actives 0.19% (n = 290,000). HTRF protein-protein interaction, Mint1-CaV2.2; higher % means a stronger effect; in the data active = inhibition mostly above about 51%, no sharp cut-off; note: some results filed as inactive read as strong as hits
P. falciparum M1AAP – malaria alanyl aminopeptidase activity blockers – biochemical, fluorogenic H-Leu-NHMec substrate, 1536-well (AID 1445) | recombinant M1AAP, H-Leu-NHMec fluorogenic kinetic assay; higher % means a stronger effect | inhibition, % at 30 µM, or IC50 in µM where a hit was titrated | actives 0.42% (n = 220,000);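 active = primary inhibition above the hit cutoff, then over 50% inhibition at one or more dose response concentrations, cut at about 23% in these data, passing the limit was not always enough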;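 note: plate controls were DMSO full reaction for no effect and no enzyme background for full effect; strong numbers were not always called active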
KOR beta-arrestin-2 – kappa opioid receptor blockers – cell-based, luminescence, uHTS (AID 1778); KOR beta-arrestin recruitment, luminescence, antagonist mode; higher % means a stronger effect; inhibition, % at 10 µM; hits with a dose series show IC50 in µM; actives 0.091% (n = 290,000); note: strong numbers were not always called active
NOD1 inhibition – inhibition of NOD1-driven NF-kB reporter – cell-based, luminescence, uHTS, primary screen (AID 1578); NOD1-driven NF-kB luciferase reporter cells, luminescence; higher % means a stronger effect; inhibition, % at 4 µM; hits with a dose series show EC50 in µM; actives 1% (n = 290,000); in the data active = inhibition mostly above about 36%, no sharp cut-off; inactive = mostly below about 34%;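 note: HEK-293T reporter cells stimulated with the NOD1 agonist gamma-tri-DAP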
GPR55 activation – GPR55 agonists via beta-arrestin recruitment, primary screen, imaging, U2OS cells, beta-arrestin-GFP redistribution (AID 1961); U2OS GPR55 beta-arrestin-GFP redistribution imaging; higher % means a stronger effect; activation, % at 10 µM; hits with a dose series show EC50 in µM; actives 0.048% (n = 290,000);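 active = activation above 40% with more than 50 cells counted in the well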;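 note: U2OS osteosarcoma cells stably expressing GPR55 and beta-arrestin-GFP; plate controls were DMSO negative control for no effect and LPI positive control for full effect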
M17LAP inhibition – P. falciparum M17LAP inhibitors, primary screen, biochemical, fluorogenic H-Leu-NHMec substrate, 1536-well (AID 1619). recombinant M17LAP, H-Leu-NHMec fluorogenic kinetic assay; higher % means a stronger effect. one-dose inhibition, % at 30 µM; IC50 in µM for titrated hits. actives 0.38% (n = 220,000);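 active = compound inhibiting the enzyme by more than half at any dose during confirmatory dose-response retesting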;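 note: plate controls were full reaction with DMSO carrier for no effect and no enzyme background for full effect; strong numbers were not always called active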
HEK293 NOD2/NF-kB – inhibition of NOD2-driven NF-kB reporter – cell-based, luminescence, uHTS, HEK293 (AID 1566); HEK293 NOD2/NF-kB luciferase reporter, luminescence; higher % means a stronger effect; one-dose inhibition, % at 4 µM; EC50 in µM for titrated hits; actives 0.63% (n = 290,000); note: many of its hits are not listed in these tables
Dynein transport cytoplasmic EGFP – also measured in Dynein transport; calls as there; z-score; measured here: cytoplasmic GR-EGFP intensity; stronger effect = higher value
Dynein transport nuclear GR-EGFP – second read-out of Dynein transport, no call of its own (marks repeat the call); z-score; measured here: nuclear GR-EGFP intensity;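 lower value marks the stronger effect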
Dynein transport cell count – second read-out of Dynein transport, no call of its own (marks repeat the call); z-score; measured here: cell count per field
Starred values were filed as active, the others as inactive; . = no result given; [ ] = remark or other dose. Cut-off read from the data, not from the text of the source, unless noted: active = inhibition above about 50%; inactive = the rest.

smiles	KOR beta-arrestin-1	Dynein transport	Dynein transport cytoplasmic EGFP	Dynein transport nuclear GR-EGFP	Dynein transport cell count	AID2073	P. falciparum M1AAP	KOR beta-arrestin-2	NOD1 inhibition	GPR55 activation	M17LAP inhibition	HEK293 NOD2/NF-kB
CN(C)CCNC(=O)Cn1ccc2cc(S(=O)(=O)N3CCCCC3)ccc21	1.8%	.	.	.	.	2%	.	-64%	-39%	0.1%	.	-3%
CN1CCN(Cc2nc3c(c(=O)n(C)c(=O)n3C)n2CCCc2ccccc2)CC1	-0.6%	-0.16	-0.15	0.46	-0.011	-4%	8%	12%	16%	-0.1%	-9%	12%
CCCCOc1ccc(Cc2cnc(N)nc2N)cc1	0.3%	-0.47	-0.27	0.61	0.56	20%	4%	-9%	-10%	0.3%	21%	-6%
CCc1nonc1NC(=O)c1oc2ccc(Br)cc2c1C	1.7%	.	.	.	.	35%	.	-17%	-44%	0.0%	.	-15%
Cc1ccc2cc(CCNC(=O)C3CCCC3)c(=O)[nH]c2c1	-3.6%	1.7	-0.039	1	-1.4	-1%	2%	7%	-5%	-0.1%	-1%	-2%
CC(C)CN1C(=O)C(=O)N(CC(=O)NCc2ccc3c(c2)OCO3)C1=O	-9.8%	3.7	0.27	2.2	-2	-1%	0%	-6%	-12%	-0.1%	2%	1%
CNC(=S)NNC(=O)c1cccn(Cc2ccc(Cl)cc2Cl)c1=O	6.3%	-0.096	-0.22	-0.26	0.4	-46%	5%	-42%	6%	-0.1%	-6%	1%
Cn1nnnc1SCC(=O)NNC(=O)c1ccc(Br)cc1	4.1%	-0.61	-0.19	-0.45	0.66	-3%	1%	-10%	-24%	-0.2%	7%	-3%
O=C(Nc1ccc2c(c1)C(=O)NC2=O)c1cccc(Cl)c1	-8.2%	.	.	.	.	24%	.	-18%[20 µM]	-12%	-0.1%	.	0%
O=C(Nc1ccc(Cl)c(Cl)c1)N(CCCN1CCOCC1)Cc1cccs1	20%	-0.55	-0.16	-0.22	-0.33	36%	3%	20%	9%	-0.2%	2%	1%
Cc1ccccc1N1CCN(Cc2nc(Cc3ccccc3F)no2)CC1	-2.4%	0.37	-0.25	0.19	-0.3	3%	1%	-5%	-8%	-0.2%	3%	1%
COc1ccc(NC(=O)/C(=C\c2ccc(F)cc2)NC(=O)c2ccco2)cc1	-4.3%	.	.	.	.	-1%	.	-12%	19%	0.2%	.	12%
COc1ccc2oc(=O)c(C(=O)Nc3cccc(C)c3)cc2c1	-3.9%	0.18	-0.36	0.33	0.96	41%	-3%	-72%[20 µM]	-51%	0.0%	10%	-56%
O=C(COc1ccc(Cl)cc1Cl)N/N=C/c1ccccn1	-1.1%	.	.	.	.	10%	.	-24%	-3%	-0.1%	.	22%
C#CCOC(=O)C[N+](C)(C)CC=C	-3.4%	0.49	-0.26	0.27	0.63	-4%	-3%	15%	0%	0.5%	4%	-1%
CCCc1[nH]nc2c1C(c1c(C)nn(-c3ccccc3)c1Cl)C(C#N)=C(N)O2 (stereo not drawn)	3.0%	1.5	-0.048	1.1	-0.46	4%	10%	-24%	-47%	-0.1%	2%	2%
Cc1ccccc1CSc1nnc(-c2cccnc2)n1N	-2.2%	-0.28	-0.21	0.11	0.073	1%	-2%	8%	-18%	-0.1%	7%	-8%
CCOc1ccc(NC(=O)c2ccc(NC(=S)NC3CC3)cc2)cc1	2.3%	0.2	-0.22	0.35	0.24	31%	-1%	-24%	-41%	-0.2%	-2%	-7%
COC(=O)c1ccc(N2CCS(=O)(=O)CC2)cc1	-6.0%	-0.33	-0.31	-0.013	-0.31	9%	5%	-2%	-12%	0.2%	6%	14%
COc1ccc(C2NC(c3ccc(OC)cc3)C(C)C(=O)C2C)cc1 (stereo not drawn)	-3.1%	.	.	.	.	11%	.	26%	-11%	-0.1%	.	20%
CCCCC(CCC(=O)Nc1ccn(-c2ccccc2)n1)C(=O)O (stereo not drawn)	3.3%	0.21	-0.26	-0.12	-0.26	-7%	1%	6%	-9%	0.0%	-3%	26%
COc1ccc(CNC(=O)Cn2c(=O)oc3ccccc32)cc1OC	0.2%	-0.56	-0.12	-0.23	0.82	0%	-5%	-20%	-6%	0.2%	3%	-6%
Cc1cccc(C(=O)N2c3ccccc3C(=O)OC2c2ccc3c(c2)OCO3)c1 (stereo not drawn)	7.6%	0.53	-0.19	1.1	-0.67	9%	-12%	-16%	-16%	-0.1%	1%	-32%
Cc1cccc(N(CC(=O)N2CCN(C)CC2)S(=O)(=O)c2ccccc2)c1	.	-0.53	-0.2	-0.34	0.35	-4%	2%	10%[20 µM]	-15%	0.2%	-8%	0%
COc1cccc(/C=N/c2nc3ccccc3[nH]2)c1O	-3.0%	.	.	.	.	-2%	.	-27%	10%	-0.3%	.	0%
CCOc1ccc(NC(=S)NC(=O)C2CCCC2)cc1	-5.7%	.	.	.	.	-1%	.	31%	-30%	-0.1%	.	12%
CC1CCN(CCCNC(=O)c2ccc(CS(=O)(=O)Cc3ccc(Cl)cc3)o2)CC1	-2.9%	.	.	.	.	14%	.	6%	-31%	0.3%	.	-6%
Cc1ccc(CSc2nc3c(c(=O)[nH]2)C(c2ccncc2)C2=C(CCCC2=O)N3)cc1 (stereo not drawn)	-1.5%	-0.4	-0.26	-0.22	0.36	6%	14%	11%	.	-0.1%	6%	8%
CCc1nc2ccccc2c(C(=O)OCC(=O)NCCCN2CCCC2=O)c1C	-4.0%	0.37	-0.29	0.35	-0.17	-2%	1%	-18%	-8%	-0.1%	0%	-15%
CN(C)C(=S)SCC(=O)Nc1cccc(C(F)(F)F)c1	-2.0%	-0.24	-0.17	0.043	0.85	-4%	4%	-5%	-2%	0.0%	-17%	9%
Cc1cc(C)c(S(=O)(=O)c2ccccc2)c(OC(=O)c2ccc(Cl)cc2Cl)n1	4.2%	0.05	-0.13	0.1	0.42	-2%	17%	-32%	-10%	0.0%	5%	8%
Cc1nc(-c2ccccc2)sc1C(=O)/C=C/N(C)C	-0.9%	-0.49	-0.32	0.38	1.5	-2%	13%	-1%	-27%	-0.2%	11%	-43%
CCCOc1ccc(N2C(=O)CC(N(C(=O)c3ccco3)c3ccc(OCCC)cc3)C2=O)cc1 (stereo not drawn)	-1.1%	-0.64	0.051	-0.14	0.29	16%	4%	-12%	13%	-0.1%	-2%	15%
Cc1ccc(S(=O)(=O)c2nc(-c3ccc(F)cc3)oc2SCC(=O)NCC2CCCO2)cc1 (stereo not drawn)	1.2%	-0.42	-0.26	-0.096	0.65	9%	4%	-30%	1%	-0.5%	-8%	17%
Cc1ccc(NC(=S)N2CCCC(c3ccccc3)=N2)cc1	1.8%	-0.78	-0.21	-0.42	0.34	-14%	14%	-23%	-7%	0.6%	0%	2%
Oc1c(Cl)cccc1C=Nc1cc(C(F)(F)F)ccc1N1CCCC1	4.9%	-0.82	-0.23	-0.2	0.27	-27%	6%	24%	0%	0.2%	9%	2%

As entered above:
Entry of `CN(C)C(=S)SCC(=O)Nc1cccc(C(F)(F)F)c1` under Dynein transport: -0.24
Entry of `Cc1cc(C)c(S(=O)(=O)c2ccccc2)c(OC(=O)c2ccc(Cl)cc2Cl)n1` under GPR55 activation: 0.0%
Entry of `Cc1nc(-c2ccccc2)sc1C(=O)/C=C/N(C)C` under KOR beta-arrestin-2: -1%
Entry of `CCc1nc2ccccc2c(C(=O)OCC(=O)NCCCN2CCCC2=O)c1C` under KOR beta-arrestin-1: -4.0%

Continued.
smiles	KOR beta-arrestin-1	Dynein transport	Dynein transport cytoplasmic EGFP	Dynein transport nuclear GR-EGFP	Dynein transport cell count	AID2073	P. falciparum M1AAP	KOR beta-arrestin-2	NOD1 inhibition	GPR55 activation	M17LAP inhibition	HEK293 NOD2/NF-kB
CCOC(=O)CSc1nnc(CNC(=O)c2ccc(OC)cc2)n1Cc1ccccc1	18%	0.14	-0.33	0.23	0.5	0%	-3%	5%	6%	-0.1%	-1%	15%
CN1CCN(c2ccc(NC(=O)COc3ccc4ccccc4c3)cc2)CC1	-2.4%	.	.	.	.	-8%	.	-15%	10%	0.4%	.	0%
CCOC(=O)Cc1nnc(NC(=O)CSc2ccccc2)s1	-3.9%	0.21	-0.2	-0.057	0.38	-4%	7%	39%	-7%	-0.1%	15%	7%
Cn1c(=O)c2c(nc(N/N=C/c3cccs3)n2C)n(C)c1=O	-0.9%	0.035	-0.17	-0.072	-0.17	-10%	8%	24%	-2%	-0.1%	-1%	7%
O=C(O)CCC(=O)NC1CCCCCCC1	0.3%	-0.82	-0.029	-0.42	0.52	2%	8%	-6%	-7%	-0.1%	5%	5%
O=C(Nc1ccccc1)Nc1ccccc1C(=O)NCc1ccco1	-2.1%	1.4	-0.24	0.55	0.22	26%	5%	4%	-18%	0.2%	4%	-6%
CC(C)OCCCNC(=O)c1ccc(CS(=O)(=O)c2cccc(C(F)(F)F)c2)o1	-0.6%	.	.	.	.	8%	.	.	-11%	-0.1%	.	-5%

An excerpt from above in order of SMILES length, lowest first:
smiles	KOR beta-arrestin-1	Dynein transport	Dynein transport cytoplasmic EGFP	Dynein transport nuclear GR-EGFP	Dynein transport cell count	AID2073	P. falciparum M1AAP	KOR beta-arrestin-2	NOD1 inhibition	GPR55 activation	M17LAP inhibition	HEK293 NOD2/NF-kB
O=C(O)CCC(=O)NC1CCCCCCC1	0.3%	-0.82	-0.029	-0.42	0.52	2%	8%	-6%	-7%	-0.1%	5%	5%
O=C(Nc1ccccc1)Nc1ccccc1C(=O)NCc1ccco1	-2.1%	1.4	-0.24	0.55	0.22	26%	5%	4%	-18%	0.2%	4%	-6%
CN1CCN(c2ccc(NC(=O)COc3ccc4ccccc4c3)cc2)CC1	-2.4%	.	.	.	.	-8%	.	-15%	10%	0.4%	.	0%

High-throughput results (PubChem)

An excerpt (hit frequency here may not be typical).
